IDE exosite inh: insulin-degrading enzyme (human) exo-site inhibition. purified IDE, FL-6b probe fluorescence polarization; stronger effect = lower value. P14735. z-score at 20 µM. 6.3% of 17,000 active. AID 1259349;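 active = z-score of -3 or lower, meaning strong loss of probe binding signal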;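 also: His-tagged human IDE residues 42-1019 made in E. coli with 30 nM FL-6b probe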
Target sequence (P14735 42-1019 limits assumed): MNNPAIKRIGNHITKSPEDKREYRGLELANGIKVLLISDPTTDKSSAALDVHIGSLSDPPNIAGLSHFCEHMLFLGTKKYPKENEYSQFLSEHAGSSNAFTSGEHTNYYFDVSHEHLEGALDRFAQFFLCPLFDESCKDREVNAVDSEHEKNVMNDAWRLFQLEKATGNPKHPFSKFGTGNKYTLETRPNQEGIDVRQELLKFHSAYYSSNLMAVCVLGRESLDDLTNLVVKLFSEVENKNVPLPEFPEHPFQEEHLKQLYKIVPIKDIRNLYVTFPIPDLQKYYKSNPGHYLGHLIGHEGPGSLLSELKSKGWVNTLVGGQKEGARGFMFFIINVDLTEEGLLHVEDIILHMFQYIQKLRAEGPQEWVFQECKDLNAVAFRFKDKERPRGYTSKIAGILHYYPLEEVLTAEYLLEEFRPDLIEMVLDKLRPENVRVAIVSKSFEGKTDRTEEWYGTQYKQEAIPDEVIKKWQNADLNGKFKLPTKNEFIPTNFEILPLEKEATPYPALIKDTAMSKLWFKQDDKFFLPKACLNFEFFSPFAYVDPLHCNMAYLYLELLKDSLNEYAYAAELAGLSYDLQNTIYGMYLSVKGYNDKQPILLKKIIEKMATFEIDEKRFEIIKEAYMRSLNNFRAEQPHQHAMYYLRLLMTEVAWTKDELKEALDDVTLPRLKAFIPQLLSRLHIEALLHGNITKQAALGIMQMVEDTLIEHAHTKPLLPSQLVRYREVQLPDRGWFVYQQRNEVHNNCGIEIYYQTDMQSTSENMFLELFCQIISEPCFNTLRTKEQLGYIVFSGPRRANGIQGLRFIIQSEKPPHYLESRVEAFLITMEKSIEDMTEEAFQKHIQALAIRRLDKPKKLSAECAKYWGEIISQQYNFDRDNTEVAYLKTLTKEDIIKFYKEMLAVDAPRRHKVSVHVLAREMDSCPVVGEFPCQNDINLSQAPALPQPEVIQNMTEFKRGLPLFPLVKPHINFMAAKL
* = called active by the depositor; & = joins results of further samples. Only part of the results is shown; the hit share may differ from the screen's.

| molecule | IDE exosite inh |
| --- | --- |
| C[C@H](O)C#Cc1ccc([C@@H]2[C@H]3CN(C(=O)c4ccncc4)CCCCN3[C@H]2CO)cc1 | 2.6 |
| CN(Cc1ccccc1F)C[C@H]1[C@@H](c2ccccc2)[C@@H](CO)N1S(C)(=O)=O | 0.31 |
| CN(C)C(=O)c1ccc(-c2ccc([C@@H]3[C@@H](C#N)N(C(=O)C4CCC4)[C@H]3CO)cc2)cc1 | 3.5 |
| O=C(c1cnccn1)N1CC(=O)N2[C@@H](CO)[C@@H](c3ccc(-c4cccc(F)c4)cc3)[C@@H]2C1 | -0.57 |
| C[C@H](NC(=O)C[C@H]1CC[C@H]2[C@@H](COC[C@@H](O)CN2Cc2ccc(C(F)(F)F)cc2)O1)c1ccccc1 | 1.4 |
| COc1cccc(NC(=O)N2[C@H](CO)[C@H](c3ccccc3)[C@H]2CNCC(C)C)c1 | 0.38 |
| CC(C)NC(=O)N1CCCCN2[C@@H](CO)[C@H](c3ccc(C#C[C@H](C)O)cc3)[C@@H]2C1 | -0.98 |
| O=C(C[C@H]1C[C@@H]2c3cc(NS(=O)(=O)c4ccccc4)ccc3O[C@@H]2[C@@H](CO)O1)NCC(F)(F)F | 0.48 |
| Cc1ccc(S(=O)(=O)Nc2ccc3c(c2)C(=O)N([C@H](C)CO)C[C@@H](C)[C@H](CN(C)S(=O)(=O)c2cccs2)OCCCC[C@H](C)O3)cc1 | 1 |
| O=C(CC1CC1)N1CC2(C1)[C@H](c1ccccc1)[C@@H](CO)N2Cc1ccccn1 | 1.4 |
| CO[C@H]1CN(C)C(=O)c2cc(NC(=O)c3nc4ccccc4s3)ccc2OC[C@@H](C)NC[C@@H]1C | -1.1 |
| COc1ccc([C@@H]2C/C=C\C[C@H](c3ccc(F)cc3)NC(=O)CCC(=O)N2)c(OC)c1 | 0.58 |
| Cc1ccc(S(=O)(=O)N2CC[C@@H]3[C@@H](CO)N(C)c4ccc(-c5ccccc5F)cc4[C@@H]32)cc1 | 0.58 |
| COc1cccc(CNC(=O)C[C@H]2CC[C@@H]3[C@@H](COc4ccc(NC(=O)c5cccs5)cc4C(=O)N3C)O2)c1 | -0.15 |
| O=C(Nc1ccccc1)N1CCCCN2[C@H](CO)[C@@H](c3ccc(-c4ccccc4F)cc3)[C@@H]2C1 | 4.5 |
| COc1ccc(NC(=O)N2CCCCN3[C@H](C2)[C@H](c2ccc(-c4ccccc4C)cc2)[C@@H]3CO)cc1 | 4.2 |
| COc1ccc(NC(=O)N2C[C@H](O)COC[C@@H]3O[C@H](CC(=O)NCc4ccncn4)CC[C@H]32)cc1 | 0.18 |
| C[C@@H]1CN([C@H](C)CO)C(=O)c2cc(NC(=O)Nc3cccc4ccccc34)ccc2O[C@@H]1CN(C)S(=O)(=O)c1cccs1 | 0.33 |
| C[C@@H]1CN([C@@H](C)CO)C(=O)CCCn2cc(nn2)CO[C@@H]1CN(C)C(=O)Nc1cccc2ccccc12 | -0.085 |
| C[C@@H]1CN([C@@H](C)CO)C(=O)c2cc(C3=CCCCC3)cnc2O[C@@H]1CN(C)S(=O)(=O)c1cn(C)cn1 | 0.17 |
| C/C=C/c1cnc2c(c1)C(=O)N([C@@H](C)CO)C[C@H](C)[C@@H](CN(C)CC1CCOCC1)O2 | -1.1 |
| Cc1ccccc1-c1ccc([C@@H]2[C@H](CO)N3CCCCN(CC4CCOCC4)C[C@@H]23)cc1 | -5.5* |
| COc1cccc(C#Cc2ccc([C@H]3[C@@H](CO)N(C(=O)C4CC4)[C@H]3C#N)cc2)c1 | 1 |
| CCCC#Cc1ccc([C@@H]2[C@H](CO)N3C(=O)CN(C(=O)c4cccc(F)c4)C[C@@H]23)cc1 | 0.64 |
| C[C@H]1CN([C@@H](C)CO)C(=O)c2cc(C3=CCCC3)cnc2O[C@@H]1CN(C)C(=O)Nc1ccc(C(F)(F)F)cc1 | 0.17 |
| COc1ccc2c3c(n(C)c2c1)[C@@H](CO)N(C(=O)CN1CCOCC1)CC31CCN(Cc2ccncc2)CC1 | -0.23 |
| CC=Cc1ccc2n(c1=O)C[C@H]1[C@H](CO)[C@@H](C(=O)Nc3ccc(-c4ccccc4)cc3)[C@@H]2N1C(=O)CC (mixture of isomers) | 0.25 |
| Cc1cccc(-c2ccc(C3[C@@H]4CN(C(=O)c5ccncc5)C[C@H]3N4)cc2)c1 (some centres undefined) | -2.9&-0.24 |
| C[C@H](CO)N1C[C@H](C)[C@H](CN(C)C(=O)C2CCOCC2)Oc2ncc(-c3cccc(C#N)c3)cc2C1=O | -0.37 |
| O=S(=O)(c1cccc(Cl)c1)N1[C@@H]2CNC[C@H]1C2c1ccc(-c2cccc(F)c2)cc1 (some centres undefined) | 3.5&2.9 |
| COCCN(C[C@H]1N[C@H](CO)[C@@H]1c1ccccc1)C(=O)NC1CCCC1 | -0.19 |
| N#C[C@H]1[C@@H](c2ccc(C#CC3CC3)cc2)[C@@H](CO)N1S(=O)(=O)c1ccccc1 | 1.7 |
| COc1ccccc1C#Cc1ccc([C@H]2[C@H](CO)N3CCCCN(C(=O)C4CCC4)C[C@@H]23)cc1 | -12* |
| CO[C@H](CN(C)C(=O)C1CCOCC1)[C@H](C)CN(C(=O)Nc1ccc(C(F)(F)F)cc1)[C@H](C)CO | 2.2 |
| COc1ccc(-c2ccc([C@@H]3[C@@H](CO)N4CCCCN(C(=O)c5ccc6c(c5)OCO6)C[C@@H]34)cc2)cc1 | 4.8 |
| Cc1cccc(-c2ccc([C@H]3[C@@H](CO)N4C(=O)CN(C(=O)c5cnccn5)C[C@H]34)cc2)c1 | -12* |
| CCCC#Cc1ccc([C@H]2[C@@H](C#N)N(C(=O)C3CCOCC3)[C@H]2CO)cc1 | 4 |
| COc1ccc2c3c([nH]c2c1)[C@H](CO)N(C(=O)c1ccc(F)cc1)CC31CCN(C(=O)NC(C)C)CC1 | -0.44 |
| CCCNC(=O)N1[C@H](CO)[C@H](c2ccccc2)[C@@H]1CNC(=O)C1CC1 | 4 |
| COc1ccc(CN(C)C[C@H]2OCc3cnnn3CCCC(=O)N([C@H](C)CO)C[C@@H]2C)cc1 | -0.64 |
| O=C(C[C@@H]1C=C[C@H](NC(=O)Nc2cccc(F)c2)[C@H](CO)O1)NCC1CCCCC1 | 0.77 |
| CO[C@@H]1CN(C)C(=O)c2ccc(NS(=O)(=O)c3ccc(C)cc3)cc2OC[C@@H](C)N(C)C[C@H]1C | 1.4 |
| C[C@H]1CN([C@@H](C)CO)C(=O)CCCn2nncc2CO[C@@H]1CN(C)C(=O)Nc1ccc2c(c1)OCCO2 | -1.1 |
| CN(C)CC(=O)N[C@H]1CC[C@@H](CCNC(=O)C2CCC2)O[C@H]1CO | 1.1 |
| CC(C)NC(=O)Nc1cccc2c1O[C@@H](CN(C)C(=O)Nc1ccccc1)[C@@H](C)CN([C@@H](C)CO)C2=O | -0.032 |
| CCCNC(=O)N1CC2(CCN(C(=O)Cc3cccnc3)CC2)c2c([nH]c3cc(OC)ccc23)[C@H]1CO | -1.2 |
| C/C=C/c1ccc([C@H]2[C@@H](C#N)N(C(=O)CN3CCOCC3)[C@H]2CO)cc1 | -1.5 |
| COC(=O)C[C@@H]1C[C@H]2c3cc(NC(=O)C4CCOCC4)ccc3O[C@H]2[C@@H](CO)O1 | -0.36 |
| CCCC#Cc1ccc2c(c1)[C@H]1[C@H](CCN1Cc1ccccc1F)[C@@H](CO)N2 | -1.3 |
| Cc1cccc(S(=O)(=O)N2[C@@H]3c4cccc(=O)n4C[C@H]2[C@H](CO)[C@H]3C(=O)N(C)C)c1 | -0.11 |
| CN1CCN(C(=O)C[C@H]2CC[C@H]3[C@@H](COC[C@H](O)CN3Cc3cccc(-c4ccncc4)c3)O2)CC1 | -0.056 |
| O=C(c1ccc(F)cc1)N1CC(=O)N2[C@H](CO)[C@@H](c3ccc(C#Cc4ccc(F)cc4)cc3)[C@@H]2C1 | 2.1 |
| O=C(Nc1ccccc1)N1CCCCN2[C@H](C1)[C@H](c1ccc(C#Cc3cccnc3)cc1)[C@@H]2CO | 2.2 |
| CCC(=O)N1[C@H](CO)[C@H]2c3ccccc3N(S(=O)(=O)c3ccc(F)cc3)C[C@H]21 | 2.9 |
| COc1ccc(CN2C[C@H](O)COC[C@H]3O[C@H](CC(=O)N(C)C)CC[C@@H]32)cc1 | -1.5 |
| COc1cccc(C#Cc2ccc([C@@H]3[C@@H](C#N)N(C(=O)C4CC4)[C@@H]3CO)cc2)c1 | 2.2 |
| CO[C@H](CN(C)C(=O)C1CCOCC1)[C@@H](C)CN([C@H](C)CO)S(=O)(=O)c1ccccc1 | -0.25 |
| CN(C)C(=O)c1ccc(-c2ccc(C3[C@@H]4CN(S(=O)(=O)c5ccccc5)C[C@H]3N4)cc2)cc1 (some centres undefined) | 3.6&0.84 |
| CCC(=O)N1CC(=O)N2[C@H](CO)[C@H](c3ccc(C#Cc4cccnc4)cc3)[C@@H]2C1 | 2 |
| CC(C)(O)C#Cc1ccc([C@@H]2[C@H]3CN(S(C)(=O)=O)CCCCN3[C@H]2CO)cc1 | -0.9 |

(list continues)
| molecule | IDE exosite inh |
| --- | --- |
| CC(=O)NC[C@H]1[C@H](c2ccc(-c3ccccc3F)cc2)[C@@H](CO)N1C(=O)C1CC1 | 0.47 |
| O=C(Nc1cccc(F)c1)N1CC(=O)N2[C@H](CO)[C@H](c3ccc(Br)cc3)[C@H]2C1 | -0.32 |
| CC(=O)N1[C@H](CN(C(=O)c2cccc(F)c2)C(C)C)[C@H](c2ccccc2)[C@@H]1CO | 4 |
| COc1ccc(C#Cc2ccc([C@@H]3[C@H](CO)N4CCCCN(C)C[C@@H]34)cc2)cc1 | -0.084 |
| C[C@@H](O)C#Cc1ccc([C@H]2[C@H](CO)N3CCCCN(S(=O)(=O)c4ccccc4)C[C@@H]23)cc1 | 2.5 |
| O=C(NC[C@H]1[C@H](c2ccccc2)[C@@H](CO)N1Cc1ccccn1)C1CCCC1 | 0.58 |
| C/C=C/c1ccc(C2[C@H]3CNC[C@@H]2N3Cc2cc(OC)cc(OC)c2)cc1 (some centres undefined) | 2.2&-0.86 |
| Cc1noc(C)c1NC(=O)Nc1ccc2c(c1)C(=O)N(C)[C@H]1CC[C@H](CC(=O)N[C@H]3CCN(Cc4ccccc4)C3)O[C@@H]1CO2 | -0.5 |
| C[C@@H]1CN([C@@H](C)CO)C(=O)c2cc(NS(=O)(=O)c3ccc(Cl)cc3)ccc2O[C@@H](C)CCCCO[C@@H]1CN(C)Cc1ccncc1 | 0.48 |
| C[C@H](CO)N1C[C@H](C)[C@@H](CN(C)S(=O)(=O)c2ccc(F)cc2)Oc2ccc(NS(=O)(=O)c3cn(C)cn3)cc2C1=O | -0.28 |
| CO[C@@H]1CN(C)C(=O)c2cc(NS(=O)(=O)c3cn(C)cn3)ccc2OC[C@@H](C)NC[C@@H]1C | -1.5 |
| CC(=O)N(C)C[C@@H]1[C@@H](c2ccc(C#Cc3ccccn3)cc2)[C@@H](CO)N1C(C)=O | -1.8 |
| CN1C(=O)c2cc(NC(=O)NCc3ccccc3)ccc2OC[C@H]2O[C@@H](CC(=O)NCC3CCCCC3)CC[C@H]21 | 0.24 |
| O=C(C[C@@H]1CC[C@H]2[C@@H](COC[C@H](O)CN2S(=O)(=O)c2ccc(F)cc2)O1)NCCN1CCCCC1 | 1 |

Sorted by formula weight (ascending): 16 of the compounds above.
| molecule | IDE exosite inh |
| --- | --- |
| C/C=C/c1ccc(C2[C@H]3CNC[C@@H]2N3Cc2cc(OC)cc(OC)c2)cc1 (some centres undefined) | 2.2&-0.86 |
| O=C(NC[C@H]1[C@H](c2ccccc2)[C@@H](CO)N1Cc1ccccn1)C1CCCC1 | 0.58 |
| COc1cccc(C#Cc2ccc([C@@H]3[C@@H](C#N)N(C(=O)C4CC4)[C@@H]3CO)cc2)c1 | 2.2 |
| CCC(=O)N1CC(=O)N2[C@H](CO)[C@H](c3ccc(C#Cc4cccnc4)cc3)[C@@H]2C1 | 2 |
| CC(=O)N(C)C[C@@H]1[C@@H](c2ccc(C#Cc3ccccn3)cc2)[C@@H](CO)N1C(C)=O | -1.8 |
| CC(=O)NC[C@H]1[C@H](c2ccc(-c3ccccc3F)cc2)[C@@H](CO)N1C(=O)C1CC1 | 0.47 |
| CC(=O)N1[C@H](CN(C(=O)c2cccc(F)c2)C(C)C)[C@H](c2ccccc2)[C@@H]1CO | 4 |
| C[C@@H](O)C#Cc1ccc([C@H]2[C@H](CO)N3CCCCN(S(=O)(=O)c4ccccc4)C[C@@H]23)cc1 | 2.5 |
| CO[C@H](CN(C)C(=O)C1CCOCC1)[C@@H](C)CN([C@H](C)CO)S(=O)(=O)c1ccccc1 | -0.25 |
| CN(C)C(=O)c1ccc(-c2ccc(C3[C@@H]4CN(S(=O)(=O)c5ccccc5)C[C@H]3N4)cc2)cc1 (some centres undefined) | 3.6&0.84 |
| CO[C@@H]1CN(C)C(=O)c2cc(NS(=O)(=O)c3cn(C)cn3)ccc2OC[C@@H](C)NC[C@@H]1C | -1.5 |
| O=C(C[C@@H]1CC[C@H]2[C@@H](COC[C@H](O)CN2S(=O)(=O)c2ccc(F)cc2)O1)NCCN1CCCCC1 | 1 |
| CN1C(=O)c2cc(NC(=O)NCc3ccccc3)ccc2OC[C@H]2O[C@@H](CC(=O)NCC3CCCCC3)CC[C@H]21 | 0.24 |
| C[C@H](CO)N1C[C@H](C)[C@@H](CN(C)S(=O)(=O)c2ccc(F)cc2)Oc2ccc(NS(=O)(=O)c3cn(C)cn3)cc2C1=O | -0.28 |
| Cc1noc(C)c1NC(=O)Nc1ccc2c(c1)C(=O)N(C)[C@H]1CC[C@H](CC(=O)N[C@H]3CCN(Cc4ccccc4)C3)O[C@@H]1CO2 | -0.5 |
| C[C@@H]1CN([C@@H](C)CO)C(=O)c2cc(NS(=O)(=O)c3ccc(Cl)cc3)ccc2O[C@@H](C)CCCCO[C@@H]1CN(C)Cc1ccncc1 | 0.48 |

Quoted at random: two compounds from above
| molecule | IDE exosite inh |
| --- | --- |
| C/C=C/c1ccc(C2[C@H]3CNC[C@@H]2N3Cc2cc(OC)cc(OC)c2)cc1 (some centres undefined) | 2.2&-0.86 |
| CN1C(=O)c2cc(NC(=O)NCc3ccccc3)ccc2OC[C@H]2O[C@@H](CC(=O)NCC3CCCCC3)CC[C@H]21 | 0.24 |

Screening results (PubChem)
